High-throughput results: PubChem, several laboratories
SKN-1 inh: C. elegans SKN-1 inhibition; inhibition, % at 21.8 µM; C. elegans VP596 Pgst-4::GFP/RFP ratio, acrylamide-induced, 24 h; 0.49% of 360,000 active; AID 624304;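 active = interference check ratio from 0.5 to 1.5 plus GFP to RFP signal ratio inhibition reaching or exceeding a fixed threshold, cut at about 30% in these data, passing the limit was not always enough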; also: some compounds called inactive have numbers as strong as hits
Neddylation inh: cullin neddylation inhibition; P61081+Q13564; TR-FRET cullin neddylation, biochemical; calls only at 25 µM; 0.58% of 360,000 active; AID 651699; in the data active = inhibition above about 36%
MLLE-PAM2 inh: blocks PAM2 peptide binding to the PABP1 MLLE domain; P11940; inhibition, % at 20 µM; 0.36% of 360,000 active; GST-MLLE / FITC-PAM2 fluorescence polarization; AID 588489; in the data active = inhibition above about 35%, passing the limit was not always enough;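 also: plate controls were DMSO wells with GST-MLLE for no effect and wells lacking GST-MLLE protein for full effect; some results filed as inactive read as strong as hits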
MT1-MMP act inh: inhibitors of human MT1-MMP activation. P50281. HT1080 RFP-PRO-GFP cells, GFP/RFP ratio fluorescence, overnight; percent of plate control window, DMSO zero. GFP/RFP ratio change, % at 20 µM. 0.061% of 360,000 active. AID 651647;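 active = GFP/RFP ratio change of at least 30% with cell ATP level not reduced by more than half and red fluorescence within 50% of control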; also: strong numbers were not always called active
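Compound: 20 µM single dose, 1% DMSO / System: HT1080 RFP-PRO-GFP cells / Controls: DMSO and RFP-L50D-GFP cell wells / Read-out basis: GFP/RFP fluorescence ratio / Schedule: overnight compound exposure at 37 °C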
eLon inh: E. coli protease La inhibition | purified E. coli Lon protease, fluorescence polarization | P0A9M0 | AID 602123 | 0.42% of 360,000 active | inhibition, % at 7.94 µM; in the data active = inhibition above about 13%, passing the limit was not always enough;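 also: 0% = enzyme with probe and DMSO and 100% = no enzyme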
CendR NRP1 mod: modulators of CendR peptide binding to human neuropilin-1 | 0.85% of 360,000 active | FAM-RPARPAR peptide binding to NRP-1, fluorescence polarization | AID 602438 | O14786 | inhibition, % at 25 µM;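 active = inhibition or corrected inhibition above about 18%, plus a signal ratio from 0.5 to 1.5, limit read from the data, passing the limit was not always enough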; also: strong numbers were not always called active
Target sequence (O14786 whole entry, looked up): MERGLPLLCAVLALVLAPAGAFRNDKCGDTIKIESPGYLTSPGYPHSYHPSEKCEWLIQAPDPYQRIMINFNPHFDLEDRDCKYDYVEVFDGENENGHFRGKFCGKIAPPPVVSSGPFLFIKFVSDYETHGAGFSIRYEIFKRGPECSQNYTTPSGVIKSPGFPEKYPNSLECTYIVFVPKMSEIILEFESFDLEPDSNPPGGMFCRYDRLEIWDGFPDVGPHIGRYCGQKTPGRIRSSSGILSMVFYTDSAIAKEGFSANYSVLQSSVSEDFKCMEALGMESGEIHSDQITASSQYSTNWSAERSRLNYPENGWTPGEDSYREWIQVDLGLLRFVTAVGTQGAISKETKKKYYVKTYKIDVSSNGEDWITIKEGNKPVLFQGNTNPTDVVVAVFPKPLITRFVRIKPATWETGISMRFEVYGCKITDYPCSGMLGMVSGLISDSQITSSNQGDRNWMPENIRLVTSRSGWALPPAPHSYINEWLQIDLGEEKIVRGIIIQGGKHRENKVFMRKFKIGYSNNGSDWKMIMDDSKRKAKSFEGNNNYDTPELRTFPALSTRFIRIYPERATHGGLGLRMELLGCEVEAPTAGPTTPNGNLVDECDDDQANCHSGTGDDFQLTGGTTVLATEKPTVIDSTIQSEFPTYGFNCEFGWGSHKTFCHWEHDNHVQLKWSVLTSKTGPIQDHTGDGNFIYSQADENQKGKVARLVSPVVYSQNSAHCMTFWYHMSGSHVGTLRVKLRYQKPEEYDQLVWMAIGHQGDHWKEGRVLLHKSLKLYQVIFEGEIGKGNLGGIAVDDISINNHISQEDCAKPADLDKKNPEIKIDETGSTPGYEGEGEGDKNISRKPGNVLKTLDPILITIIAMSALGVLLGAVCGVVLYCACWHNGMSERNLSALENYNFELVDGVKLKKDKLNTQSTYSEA
MsrA act: activators of bovine methionine sulfoxide reductase A. purified bovine MsrA, absorbance read-out. activation, % at 10.6 µM. 0.3% of 360,000 active. AID 602163; in the data active = activation above about 7.5%;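 also: 0% = vehicle and 100% = reference activator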
FAS-TE inh: blocks the thioesterase domain of human fatty acid synthase; recombinant FAS-TE, OMFH fluorogenic substrate, fluorescence endpoint; inhibition, % at 15 µM; 0.67% of 360,000 active;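 active = compounds whose normalised, plate-corrected inhibition of enzyme fluorescence in the single-dose primary screen is 50% or more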;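 also: 0% = DMSO with enzyme and 100% = substrate without enzyme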
Rin1 Abl inh: inhibitors of human Rin1-Abl protein interaction; TR-FRET Rin1/Abl binding, biochemical; P00519+Q13671; inhibition, % at 7.35 µM; 0.4% of 360,000 active; AID 588664; in the data active = inhibition above about 5%, passing the limit was not always enough
Numbers without * were called inactive; i = inactive; . = no result given. Hits appear at their usual frequency; 4% or so of the library scored in one or more.

SMILES	SKN-1 inh	Neddylation inh	MLLE-PAM2 inh	MT1-MMP act inh	eLon inh	CendR NRP1 mod	MsrA act	FAS-TE inh	Rin1 Abl inh
COc1ccc(C(=O)c2c(C)c(CCC#N)n3ccccc23)c(OC)c1	8.6	i	-10.8	-0.5	-6.8	-10.7	0.1	-2.9	-6.2
COCCn1c(SCC(=O)NC(C)c2ccccc2)nc2ccccc21 (stereo not drawn)	-16.4	i	-6.5	0.5	-13.2	2.3	-2.0	-1.6	1.6
CC(=O)Nc1ccc(S(=O)(=O)Nc2cccc(-c3ccc4nncn4n3)c2)cc1	8.7	i	-0.5	-4.4	-4.1	2.0	-7.1	-7.4	-0.8
CCn1c(SCC(=O)NC2CCCCC2)nc2ccccc2c1=O	-5.6	i	-128.4	-2.5	-1.8	4.6	-2.5	-1.0	2.2
c1ccc(OCc2nn3c(-c4ccccn4)nnc3s2)cc1	6.3	i	-2.2	-3.7	-4.1	9.1	-3.1	-6.3	2.0
CC(C)C[C@@H](CNCC(=O)[C@H](Cc1c[nH]c2ccccc12)NC(=O)c1[nH]cnc1C(=O)N[C@@H](C)CN)NC(=O)c1nc[nH]c1C(=O)N[C@@H](C)C(=O)O	-16.9	i	-10.1	-1.2	8.2	-17.0	-6.7	-6.7	0.7
COC(=O)[C@@]1(Cc2ccc(F)cc2)[C@H]2c3cc(C(=O)N4CCCC4)n(CCF)c3C[C@H]2CN1C(=O)c1ccccc1	-3.1	i	.	-4.3	9.4	7.6	-1.3	7.5	.
C=CCOC(=O)C1=C(C)NC(C)=C(C(=O)OCC=C)C1c1ccc(O)cc1	1.3	.	10.0	0.6	2.0	1.6	-0.3	5.3	3.9
O=C(N/N=C/c1ccc[nH]1)c1ccncc1	-2.5	i	12.3	-3.3	-2.8	4.3	-7.4	-8.3	-0.7
CC1(C)CC(NC(=O)c2cc([N+](=O)[O-])cc([N+](=O)[O-])c2)CC(C)(C)N1	6.5	i	22.0	-0.2	0.5	8.1	1.6	-8.3	-1.4
Nc1nc(NCCCN2CCOCC2)nc(Nc2ccc(F)cc2)c1[N+](=O)[O-]	9.4	i	-1.3	3.4	4.8	3.8	-5.0	-6.3	-3.6
Cc1ccc(CNC(=O)CN2C(=O)NC3(CCCC3)C2=O)cc1	1.8	i	-41.1	-3.7	-12.1	4.0	-11.4	-3.6	2.1
CCOC(=O)C(C)Sc1nc(-c2ccccn2)ncc1OC (stereo not drawn)	0.5	i	-7.2	9.0	-7.8	23.1	-2.1	-5.4	0.7
COc1ccc(CNC(=O)CCNS(=O)(=O)c2cccc3nsnc23)cc1	-3.4	i	0.3	2.3	3.4	5.2	-5.2	-5.0	-3.1
CCOc1ccc(Nc2cc(C)nc3ccc(C)cc23)cc1	5.2	i	14.2	2.3	4.8	8.4	-2.1	-4.6	-3.4
COc1ccccc1CCNC(=O)C(=O)c1cn(CC(=O)N2CCOCC2)c2ccccc12	5.6	i	0.9	1.3	5.7	5.1	-2.0	-1.4	2.2
CC(C)C(=O)Nc1ccc(C(=O)c2ccccc2)cc1	6.8	i	5.0	1.7	0.9	-14.1	-3.1	-3.2	-2.1
O=S1(=O)CC(O)C(Nc2ccc(Cl)cc2)C1 (stereo not drawn)	-12.9	i	7.1	-0.2	-2.2	-4.5	-9.1	-10.1	-0.2
CC(C)(C)c1ccc(C(=O)Nc2ccc(O)c3c(=O)cc(-c4cccc(Cl)c4)oc23)cc1	10.2	i	5.7	1.1	10.5	5.2	-1.8	14.9	2.4
COc1ccc(NC(=O)n2ncc3c(C)cccc32)cc1OC	16.2	i	0.5	-0.3	5.4	1.4	-1.7	6.9	0.0
COc1ccc(-c2nc(CSCC(=O)NC3CCN(Cc4ccccc4)CC3)c(C)o2)cc1OC	5.2	i	7.9	6.2	-3.7	0.3	-2.7	-1.3	0.6
O=C1c2sc3nc4c(c(=O)n3c2C(=O)N1c1ccccc1)CCC4	-7.1	i	3.4	-2.5	3.2	1.2	-8.1	4.0	0.7
N#CCCn1cc(/C=N/NC(=O)c2ccncc2)c(-c2ccccc2)n1	5.7	i	-3.9	-0.4	-1.4	-8.6	-4.2	-9.7	-0.2
CCCOc1ccc(C2C(C(=O)/C=C/c3ccco3)=C(O)C(=O)N2CCN2CCOCC2)cc1OC (stereo not drawn)	-0.2	i	-4.1	-7.2	-0.6	-45.1	0.1	-2.0	5.8
CCc1ccc(OCC(O)CN2CCCC2)cc1 (stereo not drawn)	9.1	i	-3.5	-1.2	-7.0	2.2	-2.7	-6.8	3.2
Cc1ccc(C(C#N)c2ccc(Cl)nn2)cc1 (stereo not drawn)	8.3	i	-1.6	1.7	-5.8	1.8	-7.0	-1.5	0.5
Cc1onc(-c2c(Cl)cccc2Cl)c1C(=O)N1CCc2ccccc21	-9.8	i	6.0	-20.9	2.5	-1.7	-0.1	27.2	-0.3
N#CCCN(Cc1cccnc1)C(=S)NC(=O)c1ccco1	6.0	i	13.6	-1.3	-0.4	-5.1	-4.9	-7.5	1.0
N#Cc1c(Sc2ncc(C(F)(F)F)cc2Cl)nsc1C/C=N\OCc1c(F)cccc1Cl	-16.2	i	-55.0	-14.4	-14.7	-29.3	-1.2	20.5	2.1
COc1ccc(S(=O)(=O)N(C)[C@H]2C[C@H]3c4cc(N5CCN(C)CC5)ccc4CCN3C(=O)[C@H]2[C@H](C)O)cc1	-14.5	i	-4.4	-4.1	-5.3	-13.1	-2.8	-3.6	-0.6

Entries above that have two or more sulfur atoms:
SMILES	SKN-1 inh	Neddylation inh	MLLE-PAM2 inh	MT1-MMP act inh	eLon inh	CendR NRP1 mod	MsrA act	FAS-TE inh	Rin1 Abl inh
COc1ccc(CNC(=O)CCNS(=O)(=O)c2cccc3nsnc23)cc1	-3.4	i	0.3	2.3	3.4	5.2	-5.2	-5.0	-3.1
N#Cc1c(Sc2ncc(C(F)(F)F)cc2Cl)nsc1C/C=N\OCc1c(F)cccc1Cl	-16.2	i	-55.0	-14.4	-14.7	-29.3	-1.2	20.5	2.1

Continuation.
SMILES	SKN-1 inh	Neddylation inh	MLLE-PAM2 inh	MT1-MMP act inh	eLon inh	CendR NRP1 mod	MsrA act	FAS-TE inh	Rin1 Abl inh
Cc1ccc(S(=O)(=O)NC(=O)C2(C)CCN2C(=O)c2ccccc2CCc2ccccc2)nc1 (stereo not drawn)	6.8	i	0.3	3.0	4.9	-3.9	-2.5	-12.4	-2.4
CCC(=O)c1c[nH]c(C(=O)NCC2CCCO2)c1 (stereo not drawn)	-4.8	i	9.1	-0.5	-3.6	6.0	-9.9	-1.7	-1.3
Cc1cc(C)c(NS(=O)(=O)c2c(C)noc2C)c(C)c1	6.9	i	7.1	-0.7	-9.7	21.6	-2.4	-0.5	-0.7
COCCNC(=O)c1c(C)cc(C)cc1C	-3.4	i	-20.1	11.0	-11.3	4.7	-2.8	-12.5	1.7
Cc1ccc(-n2cc(C(=O)c3ccc(N4CCN(C)CC4)cc3)nn2)cc1Cl	2.5	i	3.8	-0.9	-1.5	4.4	-2.7	-3.3	3.5
CNC(=S)NNC(=O)c1ccccc1Br	-4.5	i	7.1	0.9	7.0	-7.0	-7.6	-7.7	-1.6
CN(C)C(=O)Cn1c(SCC(=O)N2CCCc3ccccc32)nc2ccccc21	17.6	i	1.1	-2.6	6.3	0.4	-1.3	-4.4	0.7
O=C(c1cn(CC(=O)N2CCCCC2)c2ccccc12)C1CC1	5.8	i	2.8	5.3	7.7	7.8	2.4	-1.4	1.7
Cc1ccc(S(=O)(=O)N2CCCC2C(=O)NCc2ccccc2Cl)cc1 (stereo not drawn)	-1.2	i	2.1	1.8	-10.7	-5.6	-1.8	3.3	-0.7
CCSC1=C(C#N)C(c2ccccc2C)CC(=O)N1 (stereo not drawn)	8.5	i	10.8	1.0	4.8	2.8	-0.8	-4.6	2.5
Cc1cccc(N=C2NN=C(c3ccccc3F)CS2)c1C	6.0	i	-36.5	-10.1	-9.9	3.6	-3.8	3.2	2.3
N#CN(CC(N)=O)c1nc(N2CCCCC2)nc(N2CCCCC2)n1	-0.8	i	-1.8	2.6	1.7	-2.4	4.7	-4.6	0.0
O=C(Nc1cccc(C(F)(F)F)c1)Oc1ccccc1N1CCOCC1	2.7	i	-0.1	1.1	0.1	15.2	-6.3	3.9	-3.2
CC(=O)Nc1ccc(Oc2cncc(Cl)c2)nc1	-1.0	i	-11.4	-7.2	1.4	13.9	-0.2	-6.0	0.8
Clc1ccc(Cn2cnc3ccccc32)cc1	9.9	i	-0.6	-4.8	-16.5	10.6	-1.1	-0.5	1.9
CC(C)CCCNc1nc(N2CCOCC2)nc(N2CCOCC2)n1	1.3	i	-7.8	0.3	83.9*	-11.2	-0.4	-0.9	0.4
Oc1cc(-c2ccc(N3CCCCC3)nc2)cc2cccnc12	-5.4	.	-11.7	16.7	2.5	0.7	-1.5	2.6	-2.7
CSc1ccc(CN2CCC2(C)C(=O)NC2CCc3ccccc32)cc1 (stereo not drawn)	16.1	i	-7.0	5.5	-10.5	-7.0	-3.0	9.9	-4.6
CN(CC(=O)Nc1c(Cl)cccc1Cl)C(=O)C1=COCCO1	5.4	i	15.9	2.3	5.7	10.8	-4.5	-6.2	1.8
Cc1nn(C)cc1CNC(=O)c1cccc(Cl)c1	8.6	i	3.6	5.0	-12.4	-3.1	-0.6	-5.4	-1.3
CC[C@H](C)/C=C(C)/C=C/C(=O)Cc1cc(O)c(C)c(O)c1C=O	33.9	i	-42.9	6.2	-24.9	-113.9	-1.4	-5.2	1.8
COc1cc(C(=O)NCC(=O)N/N=C(/C)c2cccs2)cc(OC)c1OC	2.9	i	0.7	-1.7	-19.2	2.2	-3.2	-7.2	-3.5
COCCNC(=S)N/N=C(\C)c1cccc([N+](=O)[O-])c1	6.5	i	36.3	-1.6	3.0	6.0	1.5	-5.1	-1.2
Cc1ccc(SCCN2CCC(O)CCC2=O)cc1 (stereo not drawn)	6.4	i	-0.4	0.9	6.2	14.5	-8.7	-12.6	-1.3
CN(C)S(=O)(=O)c1ccc(C(=O)NCc2cccs2)cc1	-17.0	i	-5.5	-4.4	0.0	-7.1	3.8	-1.4	-2.8
O=C(COC(=O)c1ccc2ncsc2c1)Nc1cccc(Cl)c1	-29.0	i	-5.3	2.3	4.0	-15.3	-10.0	4.2	4.5
O=C1CN=C(Nc2ccc(Cl)cc2)N1c1ccccc1	6.4	i	-10.5	0.7	2.5	10.4	-0.6	-7.0	-0.6
COc1ccc(CCNC(=O)Nc2ccc3c(c2)c(=O)n(C)n3Cc2ccc(F)cc2)cc1OC	-2.4	.	-4.9	3.6	-1.1	-11.8	-12.3	-4.1	-0.8

Five neighbouring entries out of the list so far, for reference:
SMILES	SKN-1 inh	Neddylation inh	MLLE-PAM2 inh	MT1-MMP act inh	eLon inh	CendR NRP1 mod	MsrA act	FAS-TE inh	Rin1 Abl inh
CN(CC(=O)Nc1c(Cl)cccc1Cl)C(=O)C1=COCCO1	5.4	i	15.9	2.3	5.7	10.8	-4.5	-6.2	1.8
Cc1nn(C)cc1CNC(=O)c1cccc(Cl)c1	8.6	i	3.6	5.0	-12.4	-3.1	-0.6	-5.4	-1.3
CC[C@H](C)/C=C(C)/C=C/C(=O)Cc1cc(O)c(C)c(O)c1C=O	33.9	i	-42.9	6.2	-24.9	-113.9	-1.4	-5.2	1.8
COc1cc(C(=O)NCC(=O)N/N=C(/C)c2cccs2)cc(OC)c1OC	2.9	i	0.7	-1.7	-19.2	2.2	-3.2	-7.2	-3.5
COCCNC(=S)N/N=C(\C)c1cccc([N+](=O)[O-])c1	6.5	i	36.3	-1.6	3.0	6.0	1.5	-5.1	-1.2
